# M1AAP inhibition = P. falciparum M1AAP inhibitors, biochemical, fluorogenic H-Leu-NHMec substrate, 1536-well (AID 1445). Aminopeptidase N (Plasmodium falciparum (isolate 3D7)). recombinant M1AAP, H-Leu-NHMec fluorogenic kinetic assay; higher % means a stronger effect. inhibition, % at 30 µM, or IC50 in µM where a hit was titrated. 220,000 tested, 0.42% active;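 active = primary inhibition above the hit cutoff, then over 50% inhibition at one or more dose response concentrations, cut at about 23% in these data, passing the limit was not always enough; inconclusive = conflicting primary data, or primary hits not chosen for dose response; inactive = low primary inhibition, or under 50% at every dose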;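 note: plate controls were DMSO full reaction for no effect and no enzyme background for full effect; strong numbers were not always called active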
# WT yeast gro inh = growth inhibition of WT strain, primary screen, mitochondrial fusion inhibitor project, WT and mutant strains, chemical genetic | mitochondrial fusion phenotypic screen | inhibition, % at 10 µM | 190,000 tested, 2.1% active; in the data active = inhibition above about 58%; tested in S. cerevisiae
# CSM14.1 death rescue = rescue of cells from ER stress-induced death, primary screen, 384-well, CSM14.1, thapsigargin, ATP luminescence (AID 1222) | CSM14.1 thapsigargin-induced death rescue, ATP luminescence; higher % means a stronger effect | one-dose cellular ATP content (survival), % at 20 µM; EC50 in µM for titrated hits | 190,000 tested, under 10 active;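 active = EC50 below 50 µM in the dose-response confirmation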;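 note: death triggered by thapsigargin at about 15 µM added after 2 h compound pretreatment; cell ATP read after overnight thapsigargin exposure of roughly 18 to 22 hours; normalized against plate controls of thapsigargin alone and 5% DMSO vehicle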
# K1F lysis inhibition = inhibition of K1F phage lysis, E. coli UTI89, bacterial capsule biogenesis inhibitors, alamar blue (AID 488966); E. coli UTI89 K1F phage lysis, alamar blue, 2 h; higher % means a stronger effect; inhibition, % at 100 µM, or IC50 in µM where a hit was titrated; 340,000 tested, 0.02% active;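 active = phage lysis inhibition, versus mean bacterial control, above a set limit; inconclusive = no clear call, values can overlap the other calls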;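 note: capsule biogenesis inhibitors block K1F phage lysis so surviving cells raise fluorescence; higher fluorescence means more inhibition of phage lysis; actives were called in the ten point dose series up to 300 µM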
# PMI inhibition = human PMI inhibitors, high substrate, primary screen, biochemical, fluorescence intensity, high mannose 6-phosphate (AID 1220); recombinant PMI enzyme, coupled fluorescence intensity; higher % means a stronger effect; one-dose inhibition, % at 20 µM; IC50 in µM for titrated hits; Mannose-6-phosphate isomerase (Homo sapiens); 190,000 tested, 0.66% active
# TNAP activators = human TNAP enzyme activators, primary screen, biochemical, luminescent, no phosphate acceptor, uHTS (AID 1001) | Alkaline phosphatase, tissue-nonspecific isozyme (Homo sapiens) | purified TNAP, luminescent activation assay, no phosphate acceptor; higher activation fold means a stronger effect | one-dose activation fold at 20 µM; EC50 in µM for titrated hits | 200,000 tested, 0.03% active; in the data active = activation fold from about 3, or a potency from the dose series; inactive = the rest, 99 in 100 with activation fold below about 1.6; note: many of its hits are not listed in these tables
# human PMI inhibition = inhibitors of human PMI, primary screen, biochemical, fluorescence intensity, coupled assay (AID 1209); 190,000 tested, 0.42% active; purified PMI enzyme, coupled fluorescence intensity; higher % means a stronger effect; Mannose-6-phosphate isomerase (Homo sapiens); inhibition, % at 20 µM; hits with a dose series show IC50 in µM;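 note: plate controls were DMSO vehicle for no effect and wells lacking substrate for full effect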
# Hep lipid drop = inhibitors of hepatocyte lipid droplet formation, primary screen, imaging, high-throughput imaging, BODIPY stain. AML12 mouse hepatocytes, oleate lipid droplets. inhibition, % at 6.5 µM. 240,000 tested, 0.4% active;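 active = lipid droplet intensity inhibited by at least 50%, with more than 500 cells counted; inconclusive = wells with under 300 cells, treated as cytotoxic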
#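 Assay system: AML12 mouse liver cells | Compound: 6.5 µM single-point dosing | Schedule: Overnight exposure | Technique: Fluorescence imaging, 20x objective, two fields per well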
# Myeloid diff MLP = induction of myeloid progenitor differentiation, primary screen, cell-based, flow cytometry, MLPCN library; ER-HoxA9 myeloid progenitors, lysozyme-GFP differentiation; calls only at 10 µM; 360,000 tested, 1% active; AID 624256, 2012;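 active = normalized GFP-positive differentiation at or above the plate's own cutoff, the solvent-only control mean plus 3 SD; inconclusive = no clear call, values can overlap the other calls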;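 note: cells exposed to compound for four days before flow analysis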
# WT yeast gro inh mutant strain = further read-out of WT yeast gro inh, marked with its call; inhibition, %; mitochondrial fusion phenotypic screen, mutant strain inhibition
# Hep lipid drop cells 6.5 µM = recorded beside Hep lipid drop, whose call it bears; cell count; measured here: cell count, cytotoxicity flag;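 cells counted across two imaged fields per well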
# Myeloid diff MLP GFP+ MAC1+ % = second read-out of Myeloid diff MLP, no call of its own (marks repeat the call); GFP+ MAC1+ double positive, %; measured here: differentiation confirmed by MAC1 staining
# The depositor's hits bear a star; i = inactive; ? = inconclusive; · = no result given; [ ] = another dose, or the depositor's remark. Cut-off read from the data, not from the text of the source, unless noted: active = inhibition above about 50%; inactive = the rest. Compounds as they come. Share with any hit: about 4.6%.
SMILES,M1AAP inhibition,WT yeast gro inh,WT yeast gro inh mutant strain,CSM14.1 death rescue,K1F lysis inhibition,PMI inhibition,TNAP activators,human PMI inhibition,Hep lipid drop,Hep lipid drop cells 6.5 µM,Myeloid diff MLP,Myeloid diff MLP GFP+ MAC1+ %
CCOc1ncccc1C(=O)N1CCN(S(=O)(=O)c2ccccc2)CC1,-5%,6,14,0.1%,-1.6%,5%,1.1,8%,-6,615,i,1.8
CCN(CC)CCCN1C(=O)C(=O)/C(=C(/O)c2ccccc2)C1c1cc(OC)ccc1OC (stereo unspecified),·,·,·,-3.2%,0.8%,4%,1.1,-2%,·,·,i,0.5
O=P(O)(CP(=O)(c1ccccc1)c1ccccc1)c1ccccc1O,7%,·,·,-0.2%,0.4%[50 µM],14%,1.1,5%,·,·,i,1.5
COc1ccc(N2CCN(S(=O)(=O)c3ccc(Br)s3)CC2)cc1,3%,-13,-6,0.8%,0.3%,18%,1.1,28%,0,732,i,1.2
COc1ccccc1C(=O)N1CCN(S(=O)(=O)Cc2ccccc2)CC1,4%,14,23,-1.9%,4.3%,1%,1.1,5%,·,·,i,1.0
COc1ccccc1C(=O)OCC(=O)c1cccc([N+](=O)[O-])c1,6%,-10,0,20%,-1.4%,5%,0.9,10%,-6,694,i,0.5
COC(=O)Cc1n[nH]c(=S)[nH]c1=O,16%,12,24,0.2%,-0.1%,11%,0.9,-6%,·,·,i,6.0
CCOC(=O)c1c(C(F)(F)F)nc2ncccn12,1%,-13,-7,-1.0%,3.0%,-6%,1.1,6%,26,827,i,0.8
CCOC(=O)c1c(N)sc(C(C)=O)c1C,1%,17,-22,-1.5%,0.4%,-3%,1.1,13%,·,·,i,0.5
CCOC(=O)NC(=O)C(=CNc1cccc(C)c1)C(=O)NC(=O)OCC,-1%,3,-2,2.6%,0.8%,4%,1.1,-1%,-23,662,i,0.5
O=C(CCN1C(=O)COc2ccccc21)NCCCN1CCc2ccccc2C1,-2%,-6,-2,-0.6%,0.7%,0%,1.1,6%,·,·,i,0.3
O=C(Nc1ccc(OC(F)(F)F)cc1)c1[nH]ncc1[N+](=O)[O-],-10%,15,3,-1.0%,1.0%,-11%,1.2,-13%,-16,722,i,0.2
Cc1ccc(NC(=O)Cn2ccc([N+](=O)[O-])n2)cc1Cl,1%,-10,-3,-1.0%,0.2%,-9%,1.1,-5%,17,637,i,0.2
Cc1nc(S(=O)(=O)c2ccc(Cl)cc2)nc2c1CCC2,2%,-3,6,0.1%,0.0%,-6%,1.1,-2%,·,·,i,1.2
Clc1ccccc1C(c1ccccc1)(c1ccccc1)n1ccnc1,-6%,86,88,-0.5%,i,-5%,1.2,-6%,-56,693,i,1.3
CCCCN1C(=O)C(O)=C(C(C)=O)C1c1ccccc1[N+](=O)[O-] (stereo unspecified),0%,-25,7,-2.1%,0.1%,46%,1,15%,-5,625,i,0.5
Cc1ccccc1OC(C)C(=O)NC1CCCC1 (stereo unspecified),2%,-12,-3,·,1.7%,4%,1.1,1%,16,731,i,1.1
CC1Cc2ccccc2N1C(=O)CCS(=O)(=O)c1cccc2nonc12 (stereo unspecified),2%,5,9,-1.2%,2.0%,2%,1.1,10%,-2,757,i,1.0
Clc1ccc(-c2nnc(N3CCCC3)nn2)cc1,4%,11,9,-1.1%,0.1%,-16%,1,-25%,·,·,i,1.7
COC(=O)CCCC[C@@H]1SC[C@@H](NC(=O)OC)[C@@H]1NC(=O)OC,2%,-14,-8,-2.6%,0.6%,0%,1.1,-7%,-20,701,i,0.2
COc1ccc(/C=N\NC(=O)c2ccc(=O)[nH]n2)cc1O,0%,8,2,1.6%,1.2%[50 µM],5%,1.1,10%,-10,645,i,1.5
CCOC(=O)N1CCN(S(=O)(=O)c2cccc3nsnc23)CC1,6%,-9,-60,·,0.0%,2%,1.2,4%,-3,666,i,1.1
CCC(=O)N1CCN(c2ccc(NC(=O)c3ccc(N4CCCC4)c([N+](=O)[O-])c3)cc2)CC1,6%,-10,3,-1.6%,0.4%,-8%,1.1,5%,-9,661,i,0.9
COCCn1c(SCC(=O)N2CCCC2)nnc1-c1ccoc1C,8%,-9,-9,1.3%,4.0%,-2%,1,-4%,·,·,i,0.6
COc1ccc(C2Nc3ccccc3C(=O)N2NS(=O)(=O)c2ccccc2)cc1OC (stereo unspecified),1%,-10,-5,-7.5%,-3.4%,-6%,1.2,-6%,16,715,i,0.2
O=C1NC(=S)N/C1=C/c1cccnc1,3%,·,·,·,0.1%,·,·,·,13,683,i,0.4
COc1ccc(C(=O)/C=C2/c3ccccc3CC(C)(C)N2C)cc1,3%,13,4,-3.1%,4.8%,-4%,0.9,-16%,·,·,?,·
CCc1nnc(NC(=O)CSc2ncc(-c3ccccc3)n2CC)s1,1%,2,3,-1.0%,-0.3%,-3%,1,-2%,·,·,i,2.1
Cc1ccc(-n2nc(C)c3c(C)cc(=O)[nH]c32)cc1,0%,-6,0,7.9%,-0.2%,-3%,1,5%,4,814,i,3.4
CCn1cc(SCC(=O)NCC2CCCO2)c2ccccc21 (stereo unspecified),1%,12,5,·,6.6%,·,·,·,-2,678,i,3.5
COc1ccc(CNC(=O)CN(Cc2ccc(C)cc2)S(=O)(=O)c2ccc(Cl)cc2)cc1,1%,20,13,0.5%,0.1%,10%,1,13%,-32,822,i,0.9
COCC(=O)N1CCCC(C(=O)c2ccc3c4c(cccc24)CC3)C1 (stereo unspecified),1%,13,3,-1.0%,-0.2%,18%,1.1,7%,-5,644,i,0.8
Cc1cc(C)nc(NC(=O)/C=C/c2ccc3c(c2)OCO3)c1,4%,21,10,-1.7%,0.3%,3%,1,0%,-20,640,i,0.3
O=C(CSC1CS(=O)(=O)c2cc([N+](=O)[O-])ccc21)NNC(=O)c1ccc(Cl)cc1 (stereo unspecified),4%,·,·,·,-0.9%,·,·,·,-1,715,i,0.4
CCOC(=O)Cn1cnc2c(nnn2-c2ccc(C)cc2)c1=O,0%,1,-6,-0.4%,-0.3%,-8%,1.1,-5%,·,·,i,4.1
COC(=O)c1ccc(Oc2nc(C(N)=O)cc(-c3ccccc3)n2)cc1,7%,-14,9,-1.4%,0.1%,16%,1,16%,-7,785,i,0.7
COc1ccc(-c2nnc(CSc3ncnc4sc5c(c34)CCC5)o2)cc1OC,·,·,·,-2.3%,-2.1%,10%,1,17%,-1,763,i,5.5
Cc1nc2ccccc2c2c1C(=O)N(Cc1cccnc1)C2=O,12%,24,14,2.1%,-0.1%,6%,1.1,8%,2,753,i,1.9
CCc1ccc(-c2cc(C(F)(F)F)n3nc(C(=O)Nc4c(C)nn(Cc5ccc(F)cc5)c4C)cc3n2)s1,1%,19,-14,-1.7%,12%,19%,1,19%,34,609,i,7.1
COc1ccc(C2NC(=S)NC3=C2CCCC3=C2SCCS2)cc1 (stereo unspecified),13%,-1,-5,0.6%,0.7%,-14%,1,-9%,-2,662,·,·
O=C1OC(c2cccs2)=N/C1=C\c1ccc(-c2ccccc2Cl)o1,15%,-6,-2,-2.5%,-0.3%,-6%,0.8,7%,-20,687,i,6.6
COc1cc(/C=C/C(=O)Nc2nnc(CC(C)(C)C)s2)cc(OC)c1OC,0%,-10,-31,-1.9%,-0.1%,1%,1.1,29%,19,668,i,0.2
N#C/C(=N\Nc1cccc(C(F)(F)F)c1)C(=O)c1ccsc1,7%,·,·,·,-0.3%,·,·,·,-16,724,i,0.8
C=CCn1c(N)c(C(=O)Nc2ccccc2OC)sc1=S,6%,-2,21,-1.3%,-0.2%,10%,1,13%,·,·,i,4.4
CCOc1cc(CNc2ncnc3nc[nH]c23)ccc1OC,3%,-2,9,·,0.0%,20%,1.9,21%,-3,631,i,2.4
COc1ccc(S(=O)(=O)N2CCCCCC2)cc1C(=O)OCC(=O)NC(C)(C)C,3%,6,10,-0.8%,-1.3%,-4%,1.1,-11%,10,699,i,0.1
Cc1nn(CCC(=O)O)c(C)c1C,1%,·,·,-2.7%,0.1%,-4%,1.1,-6%,-3,699,i,8.0
CCN(Cc1ccccc1)C(=O)CC1Oc2ccccc2NC1=O (stereo unspecified),5%,-6,-6,-0.2%,-3.5%,0%,1.1,-4%,·,·,i,1.9
COc1cccc(NC(=O)CSc2nnc(-c3cc(C)n(-c4ccccc4)c3C)o2)c1,7%,50,1,-4.5%,1.7%,10%,1.1,13%,·,·,i,1.4
O=C1c2cccc3cccc(c23)C(=O)N1c1cccnc1,21%,49,35,-1.3%,-1.3%,11%,1,10%,·,·,i,1.7
# Continued:
SMILES,M1AAP inhibition,WT yeast gro inh,WT yeast gro inh mutant strain,CSM14.1 death rescue,K1F lysis inhibition,PMI inhibition,TNAP activators,human PMI inhibition,Hep lipid drop,Hep lipid drop cells 6.5 µM,Myeloid diff MLP,Myeloid diff MLP GFP+ MAC1+ %
Cc1ccc(S(=O)(=O)N2CCCC2C(=O)N(C)Cc2cccs2)cc1 (stereo unspecified),-3%,-8,-16,-3.1%,0.4%,-7%,1.1,-1%,·,·,i,1.2
CN(C)S(=O)(=O)N(CC(=O)N(Cc1ccccc1)Cc1ccccc1)c1ccccc1,4%,8,-18,-3.5%,-0.5%,12%,1.1,23%,-4,714,i,9.1
C(=C\CSc1nnnn1-c1ccccc1)/CSc1nnnn1-c1ccccc1,4%,-15,-7,-0.3%,0.2%,6%,1.1,7%,·,·,i,1.2
O=C(C1CCN(c2nc3nonc3nc2N2CCCCC2)CC1)N1CCOCC1,6%,1,10,-0.3%,0.1%,14%,1.1,14%,-6,698,i,0.3
COc1ccc(/C=N/NC(=O)CCC(=O)Nc2ccccc2)cc1OC,-2%,0,7,1.3%,0.0%,7%,1.1,11%,-3,578,i,0.1
OC(COc1ccc(CNCCc2ccc(C(F)(F)F)cc2)cc1)CN1CCCCC1 (stereo unspecified),-4%,19,11,-4.4%,0.6%,5%,1,8%,-3,517,i,0.5

# Screening results: PubChem BioAssay, several laboratories
